From PubChem BioAssay
OX1R antag-1: OX1R (HCRTR1) antagonists, primary screen, fluorescence, CHO/OX1R cells, Fluo-8 calcium, orexin A; Orexin/Hypocretin receptor type 1 (Homo sapiens), O43613; Fluo-8 calcium fluorescence; inhibition, % at 5 µM; actives 0.43% (n = 330,000); AID 434989, 2010;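 active = inhibition above its plate's threshold, mean inhibition of all tested compounds on the plate plus 3 SD, cut at about 37% in these data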;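 also: 0% = orexin A challenge wells and 100% = SB-334867-A antagonist wells; not every result past the cut was called active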
Target sequence (O43613 whole entry, looked up): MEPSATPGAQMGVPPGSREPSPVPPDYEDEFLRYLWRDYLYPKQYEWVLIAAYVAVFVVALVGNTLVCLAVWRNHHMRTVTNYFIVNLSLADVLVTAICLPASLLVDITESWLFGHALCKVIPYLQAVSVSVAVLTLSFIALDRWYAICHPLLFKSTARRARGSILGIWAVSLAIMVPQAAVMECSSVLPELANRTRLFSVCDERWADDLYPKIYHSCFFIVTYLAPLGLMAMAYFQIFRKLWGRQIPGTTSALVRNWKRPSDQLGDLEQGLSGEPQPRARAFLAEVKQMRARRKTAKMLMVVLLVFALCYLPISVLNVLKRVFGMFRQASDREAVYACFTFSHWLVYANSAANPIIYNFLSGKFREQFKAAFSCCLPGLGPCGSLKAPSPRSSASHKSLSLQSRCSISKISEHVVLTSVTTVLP
OX1R antag-2: antagonists of human orexin 1 receptor (OX1R); Orexin/Hypocretin receptor type 1 (Homo sapiens), O43613; OX1R-expressing cells, FRET antagonist read-out; inhibition, % at 6.6 µM; actives 1.8% (n = 330,000); AID 485270, 2010; in the data active = inhibition mostly above about 38%, no sharp cut-off; inactive = mostly below about 40%;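 also: 0% = agonist challenge alone and 100% = reference antagonist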
CHT allo act: CHT positive allosteric modulators, primary screen, cell-based, membrane potential dye, choline EC20; High affinity choline transporter 1 (Homo sapiens), Q9GZV3; CHT-expressing cells; stronger effect = higher value; LV-AA mutant CHT in HEK293 cells; B-score at 10 µM; actives 0.49% (n = 310,000); AID 488977, 2010;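 active = initial fluorescence not abnormally high and integrated response B-score, plate-corrected, over 3 SD above library mean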
Target sequence (Q9GZV3 whole entry, looked up): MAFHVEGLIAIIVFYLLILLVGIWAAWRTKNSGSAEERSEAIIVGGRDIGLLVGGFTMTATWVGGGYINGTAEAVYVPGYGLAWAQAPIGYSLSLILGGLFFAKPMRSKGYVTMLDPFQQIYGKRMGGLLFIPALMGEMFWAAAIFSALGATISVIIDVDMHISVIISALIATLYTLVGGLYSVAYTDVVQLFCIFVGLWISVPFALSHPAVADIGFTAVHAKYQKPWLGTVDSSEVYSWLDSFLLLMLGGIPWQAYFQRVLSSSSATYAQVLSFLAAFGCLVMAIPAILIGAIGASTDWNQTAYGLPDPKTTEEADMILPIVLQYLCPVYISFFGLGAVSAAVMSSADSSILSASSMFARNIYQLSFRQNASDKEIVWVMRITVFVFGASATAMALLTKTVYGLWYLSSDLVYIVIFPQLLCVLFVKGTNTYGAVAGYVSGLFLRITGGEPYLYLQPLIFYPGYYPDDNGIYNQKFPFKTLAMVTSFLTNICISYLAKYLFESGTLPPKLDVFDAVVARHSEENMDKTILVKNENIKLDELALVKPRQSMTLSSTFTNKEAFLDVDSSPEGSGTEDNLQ
The depositor's hits bear a star; i = inactive; . = no result given. This is a random part of the collection; 2.5% or so of the library scored in one or more.

1	CC(=O)Cn1c(C(F)(F)F)nc2ccccc21
2	N#CC1=C(N)C2=C(N3CCCCC3)CCCC2C1(C#N)C#N (centres undefined)
3	COC(=O)c1sccc1NC(=O)c1cc(OC)cc(OC)c1
4	Cc1cccc(N2CCN(C(c3ccc(N(C)C)cc3)c3nnnn3C(C)(C)C)CC2)c1C (centres undefined)
5	CN(C)N1C(=O)CC(NNC(=O)c2ccncc2)C1=O (centres undefined)
6	O=C(C1=NN[C@@H]2C(=O)N(c3ccccc3C(F)(F)F)C(=O)[C@H]12)c1cnccn1
7	CCOc1ccc2nc(SCC(=O)NC(=O)NCc3ccco3)sc2c1
8	CCOC(=O)c1sc2nc(SCC(=O)NCc3ccco3)n(Cc3ccccc3)c(=O)c2c1C

screen / no.	1	2	3	4	5	6	7	8
OX1R antag-1	-5	-18	10	-10	-16	4	-14	-16
OX1R antag-2	6	20	40	14	3	5	12	22
CHT allo act	i	i	i	i	i	i	i	i

9	CCn1c(NC(=O)C(C)C)c(-c2cccs2)c(=O)c2ccccc21
10	CC(=O)c1c(O)c2cccc3c2n(c1=O)CCC3
11	O=C(COC(=O)/C=C/c1cccc([N+](=O)[O-])c1)NCC1CCCO1 (centres undefined)
12	C/C=C(/C)C(=O)Nc1cccc(C2=NOC3(C2)C[C@@H](C(N)=O)N(C(=O)C2(C)CC2)C3)c1 (some centres undefined)
13	COC(=O)c1sc2cc(C(F)(F)F)cnc2c1-c1cccnc1
14	Cn1c(-c2cccc(OCc3ccccc3)c2)nc2c1c(=O)[nH]c(=O)n2Cc1ccccc1
15	O=C(O)CC(SCC(=O)Nc1ccccc1)C(=O)O (centres undefined)
16	COc1ccc(S(=O)(=O)N2CCCCC2)cc1NC(=O)C1CC1C (centres undefined)

screen / no.	9	10	11	12	13	14	15	16
OX1R antag-1	-9	-35	-5	-3	-13	-21	3	11
OX1R antag-2	6	-2	39	10	11	17	7	13
CHT allo act	i	i	i	i	i	i	i	.

17	C=CCn1c(Oc2cccc(C)c2)nc2c1c(=O)n(C)c(=O)n2C
18	Cc1ccc(Nc2nc3nonc3nc2N(C)C)cc1
19	COc1ccc(N2CCN(C(=O)CCNS(=O)(=O)c3cc(Br)cnc3N)CC2)cc1
20	Cc1c(C(=O)NCc2cccnc2)oc2ccc(S(=O)(=O)N3CC(C)CC(C)C3)cc12 (centres undefined)
21	O=C1CC(c2ccccc2)CC(O)=C1C=Nc1ccc(O)cc1 (centres undefined)
22	COc1ccc(CC(=O)NNc2ncnc3c2cnn3C)cc1OC
23	O=C(NC1CCCCC1)N(Cc1cc2cc3c(cc2[nH]c1=O)OCCO3)CC1CCCO1 (centres undefined)
24	O=C(Nc1ccccc1-c1ccccc1)c1cccc([N+](=O)[O-])c1

screen / no.	17	18	19	20	21	22	23	24
OX1R antag-1	-5	-25	-25	-20	3	-5	-32	-6
OX1R antag-2	12	35	35	4	35	10	21	15
CHT allo act	i	i	i	i	i	i	i	i

Record cards (already shown). Order of values: OX1R antag-1 | OX1R antag-2 | CHT allo act
Record of Cc1cccc(N2CCN(C(c3ccc(N(C)C)cc3)c3nnnn3C(C)(C)C)CC2)c1C (centres undefined) : -10 | 14 | i
Record of O=C(C1=NN[C@@H]2C(=O)N(c3ccccc3C(F)(F)F)C(=O)[C@H]12)c1cnccn1 : 4 | 5 | i
Record of CCn1c(NC(=O)C(C)C)c(-c2cccs2)c(=O)c2ccccc21 : -9 | 6 | i
Record of O=C(NC1CCCCC1)N(Cc1cc2cc3c(cc2[nH]c1=O)OCCO3)CC1CCCO1 (centres undefined) : -32 | 21 | i
Record of C/C=C(/C)C(=O)Nc1cccc(C2=NOC3(C2)C[C@@H](C(N)=O)N(C(=O)C2(C)CC2)C3)c1 (some centres undefined) : -3 | 10 | i

(list continues)
25	Cc1ccc(S(=O)(=O)CCC(=O)OC(C)C(=O)N2CCc3ccccc32)cc1 (centres undefined)
26	CCOC(=O)C1(CC)NC(c2cccc(F)c2)C2C(=O)N(CC)C(=O)C21 (centres undefined)
27	COc1cc(C)c(CN2CCCCC2CO)cc1C (centres undefined)
28	O=C(CN1CCN(C(=O)c2cccc(S(=O)(=O)N3CCCC3)c2)CC1)Nc1ccccc1Cl
29	COC(=O)C(C(=O)OC)c1ccc(NC(=O)c2cccc(Cl)c2)cc1
30	C#CCOCCOCCOCCNc1nc(N2CCN(C(=O)CCCCCCCCCCNC(=O)Cn3cc(C[C@@H](C)O)nn3)CC2)nc(N2CCN(C(=O)CCCCCCCCCCNC(=O)[C@@H]([C@H](C)O)n3cc(C)nn3)CC2)n1
31	COc1ccccc1OCCSc1ncnc2nc[nH]c12
32	CC(C)(C)N1CC(c2nc3ccccc3n2CCOc2ccccc2)CC1=O (centres undefined)

screen / no.	25	26	27	28	29	30	31	32
OX1R antag-1	-36	-6	5	-36	-16	-21	-17	-37
OX1R antag-2	16	89*	12	2	40	-12	13	17
CHT allo act	i	i	i	.	i	i	i	i

33	Oc1ccc(/C=N/Nc2nccnc2Cl)c(O)c1
34	CCn1cc(C(=O)NCC(C)C)c(=O)c2cc(F)c(N3CCN(C)CC3)cc21
35	CCOc1ccc(-c2cc(C(=O)NN)[nH]n2)cc1
36	O=C1CSC(c2ccc(F)cc2)N1c1nc2ccccc2s1 (centres undefined)
37	CCOc1ccc(C(=O)CCC(=O)NN2C(=O)NC3(CCCCC3)C2=O)cc1
38	CC(OC(=O)C12CCC(=O)N1c1ccccc1S2)C(=O)Nc1cccc(Cl)c1 (centres undefined)
39	CCCCNc1nc(=S)[nH]c2cc(OC)c(OC)cc12
40	COc1ccc(NC(=O)c2ccc(CN3CCN(c4ccccc4)CC3)cc2)cc1

screen / no.	33	34	35	36	37	38	39	40
OX1R antag-1	-10	4	-6	-13	-21	-8	-15	-18
OX1R antag-2	4	32	13	15	5	7	17	7
CHT allo act	i	i	i	i	.	.	i	i

41	COc1cccc2cc(C(=O)N3CCN(c4ncccn4)CC3)c(=O)oc12
42	COc1cccc(CNC(=O)C(=O)NCCC2CCCCN2S(=O)(=O)c2ccccc2)c1 (centres undefined)
43	CCc1ccc(NC(=S)NCC2CCCN2CC)cc1 (centres undefined)
44	Cc1cc(=O)[nH]c2cc(Cl)ccc12
45	COc1ccc(/C=C(\NC(=O)c2ccco2)C(=O)N2CCCCC2)cc1
46	CCOC(=O)CSc1nc2ccc(N3CCOCC3)cc2c(=O)n1Cc1ccc2c(c1)OCO2
47	CCOC(=O)N1CCN(CCC(=O)Nc2cc(C)ccc2OC)CC1
48	COc1cc(C2CC(c3c(C)cc(C)[nH]c3=O)=NN2c2ccccc2F)cc(OC)c1OC (centres undefined)

screen / no.	41	42	43	44	45	46	47	48
OX1R antag-1	-4	-31	-32	-14	1	-10	-22	-27
OX1R antag-2	2	21	4	14	23	15	9	-6
CHT allo act	i	i	i	i	i	i	i	i

49	Cc1occc1C(=O)NCCCCc1ccccc1
50	C/C(=N/NC(=O)CNC(=O)c1ccccc1)c1ccc(C)cc1
51	COc1cc(OC)cc(C(=O)Nc2ccc3c(c2)OCCO3)c1
52	COC(=O)C1C(=O)C=C(Nc2ccc(F)cc2)CC1c1ccc(OC)cc1 (centres undefined)
53	CCCn1nnc(NC(=O)c2ccc(Cl)cc2Cl)n1
54	O=C(CCc1ccc(S(=O)(=O)N2CCOCC2)cc1)OCc1nc2ccccc2s1
55	O=C(COC(=O)c1ccc(Cl)s1)c1cc2ccccc2o1
56	CCCc1c(O)nc(SC2CC(=O)N(c3cc(OC)ccc3OC)C2=O)[nH]c1=O (centres undefined)

screen / no.	49	50	51	52	53	54	55	56
OX1R antag-1	-17	-5	-13	-19	-11	-11	-11	-16
OX1R antag-2	19	13	9	9	22	11	11	20
CHT allo act	i	i	i	i	i	i	i	i

57	CCOC(=O)C1CCCN(CCC(=O)Nc2ccc(F)c(F)c2)C1 (centres undefined)
58	CCOC(=O)Cn1c(=O)oc2cc(S(=O)(=O)N(C)c3cccc(C)c3)ccc21
59	COc1ccc(CCNS(=O)(=O)c2cc3c4c(c2)CCN4C(=O)CC3)cc1
60	Cc1ccc(CN(Cc2cccnc2)C(=O)CN2C(=O)COc3ccccc32)o1
61	Cc1nn(-c2ccccc2)c(C)c1CN
62	O=C(NC1Cc2ccccc2C1)c1cc(COc2ccc(F)cc2Cl)on1
63	O=C(NCc1ccc(F)cc1F)Nc1cnccc1C(F)(F)F
64	CCOC(=O)c1cn(CC(=O)Nc2cccc(Cl)c2)nn1

screen / no.	57	58	59	60	61	62	63	64
OX1R antag-1	-15	-15	-22	-15	-13	-10	-6	-6
OX1R antag-2	12	8	18	3	7	16	-5	12
CHT allo act	i	i	i	i	i	i	i	i

From entry 57 up to 63, copied from above:
57	CCOC(=O)C1CCCN(CCC(=O)Nc2ccc(F)c(F)c2)C1 (centres undefined)
58	CCOC(=O)Cn1c(=O)oc2cc(S(=O)(=O)N(C)c3cccc(C)c3)ccc21
59	COc1ccc(CCNS(=O)(=O)c2cc3c4c(c2)CCN4C(=O)CC3)cc1
60	Cc1ccc(CN(Cc2cccnc2)C(=O)CN2C(=O)COc3ccccc32)o1
61	Cc1nn(-c2ccccc2)c(C)c1CN
62	O=C(NC1Cc2ccccc2C1)c1cc(COc2ccc(F)cc2Cl)on1
63	O=C(NCc1ccc(F)cc1F)Nc1cnccc1C(F)(F)F

screen / no.	57	58	59	60	61	62	63
OX1R antag-1	-15	-15	-22	-15	-13	-10	-6
OX1R antag-2	12	8	18	3	7	16	-5
CHT allo act	i	i	i	i	i	i	i

The list goes on:
65	CCN1C(=O)c2cccc3c(S(=O)(=O)NCc4ccccc4)ccc1c23
66	COc1ccc(S(=O)(=O)Nc2ccc(-c3ccc(N4CCCC4)nn3)cc2)cc1C
67	Cc1ccc(CNC(=O)CCCC(=O)Nc2cc(C)on2)cc1
68	CC1CCN(C2CCN(C(=O)c3ccccc3F)CC2)CC1
69	CCCCN1C(=O)c2ccc(C(=O)NC3=NCCS3)cc2C1=O
70	Cn1nnnc1Sc1ncnc2scc(-c3ccc(Br)cc3)c12
71	c1ccc2[nH]c(-c3nc4ccccc4[nH]3)nc2c1
72	COc1ccc2cc(C(=O)/C=C/c3cc(OC)c(O)c(OC)c3)ccc2c1

screen / no.	65	66	67	68	69	70	71	72
OX1R antag-1	-7	-7	-22	-16	-17	-22	-14	35
OX1R antag-2	8	15	33	9	64	21	20	62*
CHT allo act	.	i	i	i	i	.	i	i

73	COC(=O)C1C(=O)CC(C)(O)C(C(=O)OC)C1/C=C/c1ccccc1 (centres undefined)
74	O=C(CCc1nnc2n(Cc3ccccc3Cl)c(=O)c3ccccc3n12)NCCCN1CCOCC1
75	Cc1cc(C)n(C(=O)c2ccc(Cn3nc(C)c(Br)c3C)o2)n1
76	CC(C)Oc1ccc(OCCSc2nc3ccccc3n2CC(=O)O)cc1
77	Cc1ccc(Nc2nnc(C)c(=O)[nH]2)cc1
78	Cc1ccc(C)c(N2CCN(S(=O)(=O)c3ccc4[nH]c(=O)c(=O)[nH]c4c3)CC2)c1
79	O=C(c1ccc(N2C(=O)C3C4c5ccccc5C(c5ccccc54)C3C2=O)cc1)N1CCOCC1 (centres undefined)
80	C[n+]1ccccc1/C=C/c1cc(Br)ccc1O

screen / no.	73	74	75	76	77	78	79	80
OX1R antag-1	-16	-15	-26	-8	-1	-12	-21	-12
OX1R antag-2	24	4	12	9	33	-8	5	13
CHT allo act	i	i	i	i	i	i	i	i

81	C(=N\N1CCN(Cc2ccccc2)CC1)/c1ccc(-c2ccccc2)cc1
82	S=C(NCCc1ccccc1)N/N=C/c1cccs1
83	Cc1cccc(C)c1OCC(=O)N/N=C/c1cccnc1
84	COc1cccc(NC(=O)C(=O)c2cn(CC(=O)N3CCCC3)c3ccccc23)c1
85	O=C(NCC(c1ccco1)N1CCN(c2ccccc2F)CC1)C(=O)NC1CC1 (centres undefined)

screen / no.	81	82	83	84	85
OX1R antag-1	-7	-28	-26	-14	-22
OX1R antag-2	15	3	10	0	23
CHT allo act	i	i	i	i	i
